OX1R antag-1 – OX1R (HCRTR1) antagonists, primary screen, fluorescence, CHO/OX1R cells, Fluo-8 calcium, orexin A; Orexin/Hypocretin receptor type 1 (Homo sapiens), O43613; 0.43% of 330,000 active; AID 434989, 2010; inhibition, % at 5 µM; Fluo-8 calcium fluorescence;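 active = inhibition above its plate's threshold, mean inhibition of all tested compounds on the plate plus 3 SD, cut at about 37% in these data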;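 also: 0% = orexin A challenge wells and 100% = SB-334867-A antagonist wells; not every result past the cut was called active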
Target sequence (O43613 whole entry, looked up): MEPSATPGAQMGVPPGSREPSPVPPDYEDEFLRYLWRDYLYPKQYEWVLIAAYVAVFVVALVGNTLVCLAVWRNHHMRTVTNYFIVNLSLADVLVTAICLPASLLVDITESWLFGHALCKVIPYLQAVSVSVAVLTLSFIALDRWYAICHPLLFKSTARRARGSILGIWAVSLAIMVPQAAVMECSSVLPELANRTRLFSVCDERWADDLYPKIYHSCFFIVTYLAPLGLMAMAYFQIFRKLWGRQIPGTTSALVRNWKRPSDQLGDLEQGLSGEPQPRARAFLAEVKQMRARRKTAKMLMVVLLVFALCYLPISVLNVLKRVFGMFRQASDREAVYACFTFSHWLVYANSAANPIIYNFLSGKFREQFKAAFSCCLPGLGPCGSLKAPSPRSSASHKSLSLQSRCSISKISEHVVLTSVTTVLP
OX1R antag-2 – antagonists of human orexin 1 receptor (OX1R). Orexin/Hypocretin receptor type 1 (Homo sapiens), O43613. OX1R-expressing cells, FRET antagonist read-out. inhibition, % at 6.6 µM. 1.8% of 330,000 active. AID 485270, 2010; in the data active = inhibition mostly above about 38%, no sharp cut-off; inactive = mostly below about 40%;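 also: 0% = agonist challenge alone and 100% = reference antagonist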
Starred values were filed as active, the others as inactive.

#1 CCN1CCCC1CN(Cc1cc2ccc(C)cc2[nH]c1=O)C(=S)Nc1ccccc1C(=O)OC (centres undefined)
#2 CC1(C(=O)NNC(=O)c2cccc([N+](=O)[O-])c2)CC1(Br)Br (centres undefined)
#3 C=CCNC(=O)C1CC2Cn3c(nc4cc(Cl)c(Cl)cc43)C2N1C (centres undefined)
#4 CC(NC(=O)c1cccnc1)C(c1cccs1)N1CCN(c2ccccc2F)CC1 (centres undefined)
#5 O=C(Cn1[nH]c(=O)c2ccccc2c1=O)N1CCN(S(=O)(=O)c2ccc(Cl)cc2)CC1
#6 Cc1ccc2nc(SCC(=O)Nc3ccc(F)c([N+](=O)[O-])c3)[nH]c2c1
compound no.	1	2	3	4	5	6
OX1R antag-1	-32	-17	4	-31	-30	-3
OX1R antag-2	21	42*	24	29	5	26

#7 O=c1[nH]c(Cc2cccs2)nc2scc(-c3ccc(Cl)cc3)c12
#8 CS(=O)(=O)N1CCN(C(=O)COc2ccc3ccccc3c2)CC1
#9 c1ccc(Nc2cc(Nc3ccccc3)[nH]n2)cc1
#10 Cc1cccc(CN2CCSCC2)c1
#11 COc1cc(NC(=O)COC(=O)CNC(=O)c2ccc(Cl)cc2)c(C)cc1[N+](=O)[O-]
#12 COc1ccc(N(CC(=O)NC2CCCC2)C(=O)Cn2nnc(-c3ccc(C)cc3)n2)cc1
compound no.	7	8	9	10	11	12
OX1R antag-1	-38	-16	-9	-2	-19	-29
OX1R antag-2	26	9	18	13	10	9

A draw from above in order of length of the SMILES, lowest first.
#8 CS(=O)(=O)N1CCN(C(=O)COc2ccc3ccccc3c2)CC1
#7 O=c1[nH]c(Cc2cccs2)nc2scc(-c3ccc(Cl)cc3)c12
#12 COc1ccc(N(CC(=O)NC2CCCC2)C(=O)Cn2nnc(-c3ccc(C)cc3)n2)cc1
compound no.	8	7	12
OX1R antag-1	-16	-38	-29
OX1R antag-2	9	26	9

(next part)
#13 Cc1cccc(C)c1NS(=O)(=O)c1ccc(-c2cnc(C3CC3)o2)cc1
#14 CC(C(=O)Nc1ccc(Cl)cc1)c1ncc(C(F)(F)F)cc1Cl (centres undefined)
#15 COc1ccc(CC(=O)OCC(=O)Nc2cccc(Br)c2)cc1
#16 CCC(OC(=O)C1=Cc2ccccc2OC1)C(=O)NCc1ccco1 (centres undefined)
#17 Cc1ccn2cc(CCNC(=O)CC(C)(C)C)nc2c1
#18 Nc1c(Cl)cc(C2=NCCn3nc4ccccc4c32)cc1Cl
compound no.	13	14	15	16	17	18
OX1R antag-1	-25	-15	-22	-20	-15	-6
OX1R antag-2	24	-1	9	12	10	18

#19 CS(=O)(=O)c1cccc(-c2csc(N3CCC(C(N)=O)CC3)n2)c1
#20 CN(C)CCn1c(=S)[nH]c2ncccc2c1=O
#21 COc1ccc(CNC(=O)C(=O)NCC2OCCN2S(=O)(=O)c2ccc(OC)cc2)cc1 (centres undefined)
#22 Cc1ccc(S(=O)(=O)NCC(=O)OCC(=O)NC2CCCCC2)cc1
#23 CCc1ccc(C(=O)COC(=O)c2ccco2)cc1
#24 COC(=O)C1CCN(c2cc(Cl)nc(N)n2)CC1
compound no.	19	20	21	22	23	24
OX1R antag-1	5	-14	-16	-5	-6	4
OX1R antag-2	-1	5	20	18	7	23

#25 CCOC(=O)c1c(NC(=O)CN2CCN(C(=O)c3ccco3)CC2)sc(C)c1C
#26 CCOc1ccccc1Nc1cc(C)nc2ccc(C)cc12
#27 COc1ccccc1NC(=O)COc1ccc(C(=O)NCc2ccccc2)cc1OC
#28 Cc1cc(OC(=O)c2ccc(C(C)(C)C)cc2)c([N+](=O)[O-])c(=O)[nH]1
#29 CN(C)c1ccc(NC(=O)CN2CCN(S(=O)(=O)c3cc(Cl)ccc3Cl)CC2)cc1
#30 O=C(NNC1CC(=O)N(c2ccccc2)C1=O)c1ccccc1Cl (centres undefined)
compound no.	25	26	27	28	29	30
OX1R antag-1	-12	16	9	4	-23	-12
OX1R antag-2	6	9	10	-2	1	3

Taken from above:
compound 30 in OX1R antag-1 = -12
compound 27 in OX1R antag-2 = 10
compound 29 in OX1R antag-1 = -23
compound 26 in OX1R antag-1 = 16

Carrying on.
#31 Cc1cccc(OCCN2CSC(=S)N(C)C2)c1
#32 CC(=O)c1ccc([N+](=O)[O-])c(CS(=O)(=O)c2ccc(Cl)cc2)c1
#33 COc1cc2c(cc1OC)C(c1ccccc1Br)NC(=O)C2 (centres undefined)
#34 O=C(NCCc1nnc2ccc(N3CCCCCC3)nn12)c1ccccc1
#35 CCOC(=O)/C(C#N)=C\c1c(OCC)n(CC)c2ccccc12
#36 Cc1cc(/C=C2/NC(=O)N(c3ccccc3)C2=O)c(C)n1-c1cccnc1
compound no.	31	32	33	34	35	36
OX1R antag-1	-9	-27	-7	-23	-15	-8
OX1R antag-2	13	29	11	5	-12	24

#37 NS(=O)(=O)c1ccc(CNC(=S)NCc2ccc(Cl)cc2)cc1
#38 COCc1cc(N2CCN(c3ccccc3F)CC2)nc(-c2ccccc2)n1
#39 CC(=O)N1CCN=C1SCc1ccc(F)cc1
#40 CCCCCC(=O)NNC(=O)Cc1ccc([N+](=O)[O-])cc1
#41 CC1CCCC(NC(=O)CCNC(=O)c2ccc([N+](=O)[O-])cc2)C1C (centres undefined)
#42 COc1cc(Cl)c(CN2CCCC(CO)(Cc3ccccc3)C2)cc1OC (centres undefined)
compound no.	37	38	39	40	41	42
OX1R antag-1	-5	-52	-19	-9	-7	-19
OX1R antag-2	5	14	15	28	33	5

#43 COc1ccccc1NC(=O)Nc1ccc2c(c1)nnn2C
#44 COC(=O)c1ccccc1NC(=O)c1cc2ccccc2o1
#45 Cc1cccc(NC(=O)CC2SC(=O)N(c3ccccc3)C2=O)c1 (centres undefined)
#46 Cc1ccc(N(CCC#N)C(=O)COC(=O)C2CCN(c3ccc(C(F)(F)F)cn3)CC2)cc1
#47 COc1ccc(C(=O)COC(=O)CNC(=O)c2cccc(OC(F)F)c2)cc1
#48 O=C(N/N=C/c1cc([N+](=O)[O-])ccc1Cl)c1ccc2nc[nH]c2c1
compound no.	43	44	45	46	47	48
OX1R antag-1	-8	-30	-27	-31	4	-3
OX1R antag-2	24	38	-8	2	3	62*

#49 COc1ccc2sc(-c3ccc(SC)cc3)c(-c3ccc(O)cc3)c2c1
#50 NNC(=S)NC1CC2CC1C1C=CCC21 (centres undefined)
#51 CC1(C)CC(=O)C(C=NCCN2CCN(C3CC(=O)N(c4cccc(Br)c4)C3=O)CC2)=C(O)C1 (centres undefined)
#52 COc1ccc(CC(=O)c2ccc(O)cc2O)cc1OC
#53 COc1ccccc1NC(=O)c1cc2n(n1)C(C(F)(F)F)CC(c1ccc3c(c1)OCO3)N2 (centres undefined)
#54 CCOC(=O)N1CCN(Cc2nc(N)nc(Nc3ccc(Cl)cc3)n2)CC1
compound no.	49	50	51	52	53	54
OX1R antag-1	39	-18	-34	5	0	-38
OX1R antag-2	15	2	-4	5	-3	8

Some of the entries above, reformatted.
| nr | OX1R antag-1 | OX1R antag-2 | structure |
| --- | --- | --- | --- |
| 28 | 4 | -2 | Cc1cc(OC(=O)c2ccc(C(C)(C)C)cc2)c([N+](=O)[O-])c(=O)[nH]1 |
| 29 | -23 | 1 | CN(C)c1ccc(NC(=O)CN2CCN(S(=O)(=O)c3cc(Cl)ccc3Cl)CC2)cc1 |
| 30 | -12 | 3 | O=C(NNC1CC(=O)N(c2ccccc2)C1=O)c1ccccc1Cl (centres undefined) |

Remaining list, next part:
#55 CCc1nc(C)cn1S(=O)(=O)c1cc(Cl)c(OC)cc1Cl
#56 O=C(Nc1ccccc1C(=O)NCC1CCCO1)c1ccco1 (centres undefined)
#57 COc1ccc(CCN(C)C2CCCN(C(=O)c3sccc3C)C2)cc1OC (centres undefined)
#58 COc1cc(/C=N/NC2=NS(=O)(=O)c3ccccc32)cc(OC)c1OC
#59 CCCOc1ccc(-c2csc(N)n2)cc1[N+](=O)[O-]
#60 COc1cccc(CNC(=O)N2CCN(c3ccccc3)CC2)c1
compound no.	55	56	57	58	59	60
OX1R antag-1	-9	-14	-33	-12	-16	-8
OX1R antag-2	2	6	30	-7	24	18

#61 CCOC(=O)C1CCN(C(=O)CCc2nc3ccccc3[nH]2)CC1
#62 Cc1c(C(O)CN2CCC(C(N)=O)CC2)c2ccccc2n1C (centres undefined)
#63 COc1ccc(/C=C/C(=O)c2ccc(O)cc2)cc1CN1CCOCC1
#64 O=c1oc2ccccc2cc1-c1csc(NN=C2CCCCC2)n1
#65 COC(=O)c1c(C)nn(-c2ccccc2)c1N
#66 COc1ccc(CCNC(=O)C(=O)NCc2ccc(C(C)C)cc2)cc1OC
compound no.	61	62	63	64	65	66
OX1R antag-1	-18	-18	-15	-26	-10	-13
OX1R antag-2	2	33	24	11	14	12

Screen by screen, as entered above.
Entries 61–66 in OX1R antag-2: 2, 33, 24, 11, 14, 12
Entries 61–66 in OX1R antag-1: -18, -18, -15, -26, -10, -13

Next part.
#67 O=c1cc(CN2CCN(C/C=C/c3ccccc3)CC2)c2cc(O)ccc2o1
#68 Clc1ccc(Nc2ccc(-n3ccnc3)nn2)cc1Cl
#69 CC(C)(C)c1ccc(NC(=O)C(=O)C2C(=O)Nc3ccccc32)cc1 (centres undefined)
#70 Cc1ccc(NC(=O)c2c(C)noc2C)cc1S(=O)(=O)N1CCOCC1
#71 COc1ccc(/C=C2/SC(=O)N(CCC(=O)Nc3ccccc3C(=O)O)C2=S)cc1
#72 Cc1cccc(Nc2nnc(SCC(=O)Nc3ccccc3[N+](=O)[O-])s2)c1C
compound no.	67	68	69	70	71	72
OX1R antag-1	-16	7	1	-18	-17	-33
OX1R antag-2	5	31	12	7	30	30

#73 Cc1cc2c(cc1S(=O)(=O)N1CCCCC1)OCC(=O)N2
#74 CC(C)CNC(=O)c1ccccc1NC(=O)Nc1ccccc1
#75 COc1ccc(CCNC(=O)C2CCN(S(=O)(=O)N3CCC(C)CC3)CC2)cc1OC
#76 CCOC(=O)C(=O)c1csc(NC(=O)COc2ccc(N(C)S(=O)(=O)c3ccc(F)cc3)cc2)n1
#77 NC(=O)N/N=C/c1sc(N2CCCCC2)nc1-c1cccs1
#78 O=C(O)Cc1nc(-c2cccnc2)sc1-c1ccc(Br)cc1
compound no.	73	74	75	76	77	78
OX1R antag-1	0	-18	-14	-15	-15	-9
OX1R antag-2	4	15	-1	21	12	23

#79 COC(=O)NCc1ccc(CNC(=O)OC)cc1
#80 O=C(O)CCCC(=O)Nc1ccc(OCc2nc3ccccc3s2)cc1
#81 O=C(O)c1cc(Br)ccc1NN=C1CCCCC1
#82 Cc1cc(C)cc(OCC(=O)N2CCCCCC2)c1
#83 Cc1ccc(S(=O)(=O)N2CCN(S(=O)(=O)N3CCOCC3)CC2)cc1
#84 CCOC(=O)C(CCCCC(NC(C)=O)(C(=O)OCC)C(=O)OCC)(NC(C)=O)C(=O)OCC
compound no.	79	80	81	82	83	84
OX1R antag-1	-8	-10	-2	-10	10	2
OX1R antag-2	9	10	11	18	-3	4

#85 O=C(Nc1cccc(C(=O)O)c1)/C(=C\c1ccco1)NC(=O)c1ccccc1
#86 Cc1cc(C)n(-c2nc(SCC(=O)O)c3c4c(sc3n2)CCCC4)n1
#87 Cc1nc2ccccc2n1CSc1ccccc1
#88 COc1ccc(NC(=O)N(Cc2cc3cc(C)ccc3[nH]c2=O)CC2CCCO2)cc1 (centres undefined)
#89 O=[N+]([O-])c1ccc(CSc2ccccn2)cc1
#90 Cc1cc(C)c(C)c(S(=O)(=O)N2CCC(C(=O)N3CCCCCCC3)CC2)c1C
compound no.	85	86	87	88	89	90
OX1R antag-1	-6	-10	-12	-24	-5	-20
OX1R antag-2	14	7	16	7	2	17

#91 Cc1ccc(C)c(OCC(=O)N(C)CC(=O)Nc2ccc(Cl)c(C(F)(F)F)c2)c1
#92 COc1ccc(Cn2c(-c3ccc(OC)cc3)nc3c(c(=O)c4ccccc4n3C)c2=O)cc1
#93 CCOC(=O)CC(C)(C)/C(C)=N/Nc1ccc([N+](=O)[O-])cc1[N+](=O)[O-]
#94 COC(=O)c1c(C(=O)OC)c(-c2ccc(Br)cc2)n2c1CS(=O)C2 (centres undefined)
#95 CCC(=O)NC(=S)Nc1cccc(NC(=O)c2ccc(Cl)cc2Cl)c1
#96 O=C(CN1C(=O)NC(Cc2c[nH]c3ccccc23)C1=O)Nc1cccc(S(=O)(=O)N2CCCC2)c1 (centres undefined)
#97 O=C(O)c1ccc(Sc2nnc3ccccn23)c([N+](=O)[O-])c1
#98 CCCC(c1nnnn1C(C)(C)C)N1CCN(C(=O)c2ccco2)CC1 (centres undefined)
#99 Cc1ccc(C2CCN(C(=S)NC3CCCCC3)C2)cc1 (centres undefined)
compound no.	91	92	93	94	95	96	97	98	99
OX1R antag-1	-17	-14	-3	-12	-15	-15	-12	-15	-16
OX1R antag-2	2	1	54*	19	5	52	72*	12	7

Assay outcomes as filed in PubChem.
